# Screening data deposited in PubChem BioAssay by Fisher Drug Discovery Resource Center.
# mcGAS RapidFire: inhibitors of Mus musculus cyclic GMP-AMP synthase, initial high-throughput assay, cell-free, RapidFire MS | inhibition, % at 12.5 µM | AID 1259397, 2018 | actives 0.18% (n = 130,000) | recombinant mouse cGAS, cGAMP by RapidFire MS;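 active = inhibition of cGAS enzyme activity at or above 60%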;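 note: enzyme stimulated by 45 bp dsDNA with ATP and GTP substrates; cGAMP share of summed cGAMP plus half ATP and half GTP signals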
# Target sequence (Q8C6L5 whole entry, looked up): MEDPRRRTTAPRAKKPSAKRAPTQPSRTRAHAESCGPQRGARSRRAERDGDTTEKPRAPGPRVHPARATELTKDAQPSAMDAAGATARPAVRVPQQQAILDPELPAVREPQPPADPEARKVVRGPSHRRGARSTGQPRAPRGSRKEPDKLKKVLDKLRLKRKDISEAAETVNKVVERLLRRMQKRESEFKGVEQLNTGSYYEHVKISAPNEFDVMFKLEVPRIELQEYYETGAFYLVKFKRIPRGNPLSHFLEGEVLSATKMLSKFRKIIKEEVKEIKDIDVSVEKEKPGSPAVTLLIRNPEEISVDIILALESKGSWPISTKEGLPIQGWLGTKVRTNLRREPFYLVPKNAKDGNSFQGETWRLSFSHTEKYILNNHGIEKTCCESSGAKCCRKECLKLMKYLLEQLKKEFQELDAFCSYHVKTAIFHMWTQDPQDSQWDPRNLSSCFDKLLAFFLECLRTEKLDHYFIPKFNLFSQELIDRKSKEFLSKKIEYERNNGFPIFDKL
# * hit, by the source's call; & = joins results of further samples.
SMILES,mcGAS RapidFire
Cc1ccc(NC(=O)Cn2c3ccccc3c(=O)c3ccccc32)c(C)c1,-4
CC(C)(C)OC(=O)NC1CCN(C(=O)NC2CC2c2ccc(F)cc2)CC1 (configuration not stated),1
COCCn1c(N2CCC(C)CC2)nc2c1c(=O)[nH]c(=O)n2C,-5
COCCN(CC1CCN(Cc2ccccc2OC)CC1)C(=O)c1ccccn1,7
COc1cccc(CN(C)C(=O)c2sc(=O)n(Cc3cc(Cl)ccc3OC)c2C)c1,-5
CN(C)CC1(O)CCCN(C(=O)c2cc(-c3ccccc3)n(C)n2)CC1 (configuration not stated),2
Cc1ccc(C)c(S(=O)(=O)NN=Cc2ccc(C(F)(F)F)cc2)c1,-24
CCN=c1scc(-c2cc(OC)ccc2OC)n1/N=C(\C)c1ccco1,-3
Cc1ccc(NC(=O)C23CCC(C)(C(=O)O2)C3(C)C)nc1 (configuration not stated),-3
Cc1cccc(Nc2cc(Nc3cccc(C(=O)N4CCN(CCO)CC4)c3)ncn2)c1,-1
O=C(Cn1cnc2c(nnn2-c2cccc(Cl)c2)c1=O)N1CCOCC1,8
CS(=O)(=O)N1CCCCC1C(=O)Nc1cccc(F)c1C#N (configuration not stated),-46&-5
COc1ccc(N(Cc2ccccc2)S(=O)(=O)c2ccccc2)cc1,-4
c1ccc(C(CCn2cncn2)NC2CCCC2)cc1 (configuration not stated),-11
Cc1nc(C)c(C(C)NC(=O)C2CCCN2c2nccs2)s1 (configuration not stated),-11
CCCN(C(=O)CN1C(=O)NC2(CCCc3ccccc32)C1=O)C1=CCCCC1 (configuration not stated),-8
CC(CCCC(C)(C)O)n1ccnc1-c1ccncc1 (configuration not stated),9
CCS(=O)(=O)N1CCC2(CCCN(Cc3cc(OC)ccc3F)C2)C1 (configuration not stated),-27
CCCn1c(C)cc(-c2csc(NC(=O)C3CC3)n2)c1C,6
O=C(NCc1ccc(F)cc1)C(=O)NCC(c1ccco1)N1CCN(c2ccccc2)CC1 (configuration not stated),-4
CC(=O)OCC(=O)[C@@]1(O)[C@H](C)CC2C3CCC4=CC(=O)C=C[C@]4(C)[C@@]3(F)[C@@H](O)C[C@@]21C (some centres not stated),-3
COc1ccc(CNC(=O)C2Cc3ccccc3S2)cc1OC (configuration not stated),-3
CCn1ncnc1C1CC(=O)Nc2cc(O)c(C)cc21 (configuration not stated),-14
O=C1c2cccnc2C(=O)N1c1ccc(N2C(=O)c3cccnc3C2=O)c(Cl)c1,-6
NC(=O)NN=C1CCS(=O)(=O)c2ccc(F)cc21,-9

# The list continues:
SMILES,mcGAS RapidFire
COC(=O)C1CCN(C(=O)C(c2ccc(Cl)cc2)C(C)C)CC1 (configuration not stated),-6
NS(=O)(=O)c1ccc2[nH]c3c(c2c1)CCCC3,-14
O=C(NCc1ccccc1CN1CCCC1)NCC(O)c1cccc(F)c1 (configuration not stated),-3
COC(=O)c1cc(NC(=O)C2CCCC2)cc(C(=O)OC)c1,6
COCCn1cc(NC(=O)Nc2ccccn2)c2ccccc21,-8
C=CCOc1ccc(S(=O)(=O)c2ccc(O)cc2)cc1,-5
Cc1ccc(C(=O)NCCc2nnc3n2CCCCC3)cc1,-14
CSc1ccc(C(=O)C2CCCN(C(=O)CCc3n[nH]c(C)n3)C2)cc1 (configuration not stated),-21
O=S(=O)(NC(=S)NC1CCCCC1)c1ccc(Br)cc1,-4
CC(C)S(=O)(=O)c1ccc(C(=O)NNC(=O)c2cc(Cl)cn2C)cc1,3
N#Cc1ccc(NC(=O)CSc2nncn2CCc2cccs2)cc1,-3
Cn1cc(C(=O)NCCCc2ccccc2)c2[nH]c(=O)n(-c3ccccc3)c(=O)c21,-18
CCOC(=O)c1sc2ncn(CC(=O)c3ccc(C)c(C)c3)c(=O)c2c1C,-11
CN(CCC1CCCCO1)c1nncc(-c2ccccc2)n1 (configuration not stated),-1
CCC(C)C(NC(=O)CN(C)Cc1ccccc1)C(=O)OC (configuration not stated),0
Cn1cc(C(=O)NC(C)(c2ccccc2)c2ccccc2)ccc1=O,-14&-6
O=C(c1cccnc1SC(F)F)N1CC2C3CCC(C3)C21 (configuration not stated),-7
Cc1ccc(C(=O)N2CCCSCC2)c(F)c1,2
Cc1ccc(-c2ccc(=O)n(Cc3ccncc3)n2)cc1,-9
Cc1ccc(Cl)c(NSc2ccc(Cl)cc2)c1,6
Cc1nn(CC(=O)Nc2ccccc2O)c(C)c1[N+](=O)[O-],-18
COC(=O)c1ccc(CSc2ccc(NC(=O)c3cccs3)nn2)o1,-4
Cc1ccc(CN(C)C(=O)c2sccc2S(=O)(=O)N2CCCCC2)o1,3
COCc1nn2c(nnc3c(=O)n(CC4CCCO4)ccc32)c1-c1ccc(F)cc1 (configuration not stated),-8
CCCCN1C(SCC(=O)Nc2cccc(Cl)c2)=NS(=O)(=O)c2ccccc21,-5

# Additional entries
SMILES,mcGAS RapidFire
Cn1cc(C2c3nc[nH]c3CCN2Cc2cccc3cccnc23)cn1 (configuration not stated),10
Cc1cccc2c(=O)nc(-c3ccccc3Cl)oc12,-16
Cn1cc(C(=O)Nc2cccc(Br)c2)c2[nH]c(=O)n(-c3ccccc3)c(=O)c21,-13
Cc1ccc(C)c(-n2cc(CNCCCN3CCC(O)CC3)c(-c3ccccc3)n2)c1,-2
COc1ccc(NC(=O)CCC2CCCN(S(=O)(=O)c3cc(C)ccc3C)C2)c(C)c1 (configuration not stated),-6
OC1CC(c2ccccc2)NC2(CCCCC2)C1 (configuration not stated),-12
CC1=NS(=O)(=O)c2cc(S(=O)(=O)N3CCOCC3)ccc2N1,-7
CC1(c2ccccc2)NC(=O)N(CC(=O)NC2CCCCCCC2)C1=O (configuration not stated),-13
Fc1ccc(Br)cc1C1CC(c2cccnc2)=Nc2ncnn21 (configuration not stated),-4
O=C(CN1CCN(C2CCS(=O)(=O)C2)CC1)Nc1ccccc1Cl (configuration not stated),0
Cc1ccc(CSc2nc(CC(=O)O)cs2)cc1,-5
CC(C)(Sc1cc(C(C)(C)C)c(O)c(C(C)(C)C)c1)Sc1cc(C(C)(C)C)c(O)c(C(C)(C)C)c1,-6&-5
Cc1cn(CCNc2nccc(-c3ccc(C)nc3C)n2)nn1,-11
O=C(CCNC(=O)c1ccccc1Br)NN=Cc1ccco1,-8
O=C1NC2(CCCCCC2)C(=O)N1CC(=O)N1CCCC1c1ccc2c(c1)OCCCO2 (configuration not stated),-7
CC1(C(=O)O)CCN1C(=O)c1cccnc1Oc1ccccc1 (configuration not stated),3
CCOC(=O)C1C(=N)Oc2cc(C)n(Cc3ccccn3)c(=O)c2C1c1cccnc1 (configuration not stated),-7
C=CCN1C(=S)N(c2ccccc2)C2CS(=O)(=O)CC21 (configuration not stated),-9
Cc1nc(CN2CCCC(NCC(=O)NC3(C#N)CCCC3)C2)no1 (configuration not stated),-2
Cc1ccccc1-n1cnnc1Cn1nc(C)c(C)c1C,-7
CC(C1CC1)N(C(=O)CN(C)C1CCS(=O)(=O)CC1)C1CC1 (configuration not stated),-51
Cc1ccc(NC(=O)Cn2cnc3sc4c(c3c2=O)CCC4)c(F)c1,1
COc1ccc(-c2ccccc2)cc1-n1ccnc1-c1cnc[nH]1,-39
CC(C)CN(CC(C)C)C(=O)Cn1cc([N+](=O)[O-])ccc1=O,-11
O=C(c1ccccc1)N1CCCC(CCc2c(F)cccc2F)C1 (configuration not stated),-5

# Remaining list, next part.
SMILES,mcGAS RapidFire
COc1ccc(-c2cc(C(F)(F)F)nc(-n3cc(Br)cn3)n2)cc1,-8
Cc1c(C(=O)Nc2ccc(-n3cnnn3)cc2)oc2ccccc12,-2
COc1ccc(-c2csc(=Nc3cc(OC)cc(OC)c3)n2CC2CCCO2)cc1 (configuration not stated),-3
O=C(C1CCCN(C2CCCCC2)C1)N1CCN(C2CCOCC2)CC1 (configuration not stated),-36
Cc1nc2c(c(C)c1CNC(=O)Nc1nnc(C3CC3)s1)c(=O)[nH]n2C,-3
Cc1nccn1-c1ncnc2scc(-c3ccccc3)c12,1
CCOC(=O)c1[nH]cnc1NOC(C)=O,-8
CNC(=O)C1CCN(C(=O)Cc2nc(-c3ccccc3)oc2C)CC1,-2
CCCN=C1N/C(=C\c2ccccc2)C(=O)N1c1cccc(Cl)c1,-11
Cc1cc2ccccc2n1CC(=O)NCC(c1ccccc1)N(C)C (configuration not stated),-5
CC(=O)Oc1c(-c2ccc(N)cc2)c(-c2ccc(C)cc2)nn1-c1cccc(C)c1,0
O=C(NCCc1cnc[nH]1)c1cccnc1N1CCCC1c1ccncc1 (configuration not stated),-5
CCOc1cc(/C=C/C(=O)N2CCOCC2C#N)ccc1OC (configuration not stated),-2
Cc1cccc(-n2ncc(C(=O)NCCN3C(=O)CSC3=O)c2N)c1C,-6
CC1CCN(C(=O)CSc2ccc(NC(=O)C3CC3)nn2)CC1,8
CCOC(=O)C1CCN(C(=O)c2cn(C)c3c(=O)n(-c4ccc(Cl)cc4)c(=O)[nH]c23)CC1,-27
CCOC(=O)c1sc2nc(C(C)Sc3nnc(C)s3)[nH]c(=O)c2c1C (configuration not stated),-13
Cc1nn2c3c(nnc2c1-c1cccc(Cl)c1)C(=O)CC(C)(C)C3,-2
CC(C)c1cc(Cn2nc(C3CCCNC3)n(-c3ccccc3)c2=O)on1 (configuration not stated),-28
N#CCCCOc1cccc(NC(=O)Nc2ccc(CC#N)cc2)c1,-4
C=CC1=C(C)/C(=C/c2[nH]c(Cc3[nH]c(/C=C4\NC(=O)C(C)=C4C=C)c(C)c3CCC(=O)O)c(CCC(=O)O)c2C)NC1=O,-6
Cc1ccc(/C=C/C(=O)N2CCC(=O)CC2)c(Br)c1,24
O=c1[nH]cnc2c1sc1nc(-c3ccco3)c3c(c12)CCCC3,8
Cc1ccc(NC2CCCN(C3CCN(Cc4ccccn4)CC3)C2)cc1C (configuration not stated),-7
Cc1nn(C(=O)/C=C/c2ccccc2)c(C)c1Sc1ccccc1,-4

# Arranged by length of the SMILES (highest first): some entries from above
SMILES,mcGAS RapidFire
Cn1cc(C(=O)Nc2cccc(Br)c2)c2[nH]c(=O)n(-c3ccccc3)c(=O)c21,-13
Cn1cc(C(=O)NCCCc2ccccc2)c2[nH]c(=O)n(-c3ccccc3)c(=O)c21,-18
O=C1NC2(CCCCCC2)C(=O)N1CC(=O)N1CCCC1c1ccc2c(c1)OCCCO2 (configuration not stated),-7
O=C1c2cccnc2C(=O)N1c1ccc(N2C(=O)c3cccnc3C2=O)c(Cl)c1,-6
Cc1nc2c(c(C)c1CNC(=O)Nc1nnc(C3CC3)s1)c(=O)[nH]n2C,-3
CSc1ccc(C(=O)C2CCCN(C(=O)CCc3n[nH]c(C)n3)C2)cc1 (configuration not stated),-21
CC(C)c1cc(Cn2nc(C3CCCNC3)n(-c3ccccc3)c2=O)on1 (configuration not stated),-28
O=C(Cn1cnc2c(nnn2-c2cccc(Cl)c2)c1=O)N1CCOCC1,8
CC1(c2ccccc2)NC(=O)N(CC(=O)NC2CCCCCCC2)C1=O (configuration not stated),-13
COC(=O)C1CCN(C(=O)C(c2ccc(Cl)cc2)C(C)C)CC1 (configuration not stated),-6
Cc1nc(CN2CCCC(NCC(=O)NC3(C#N)CCCC3)C2)no1 (configuration not stated),-2
O=C(NCc1ccccc1CN1CCCC1)NCC(O)c1cccc(F)c1 (configuration not stated),-3
Cc1cc2ccccc2n1CC(=O)NCC(c1ccccc1)N(C)C (configuration not stated),-5
Cc1nc(C)c(C(C)NC(=O)C2CCCN2c2nccs2)s1 (configuration not stated),-11
CCOc1cc(/C=C/C(=O)N2CCOCC2C#N)ccc1OC (configuration not stated),-2
COCCn1cc(NC(=O)Nc2ccccn2)c2ccccc21,-8
Cc1nccn1-c1ncnc2scc(-c3ccccc3)c12,1
c1ccc(C(CCn2cncn2)NC2CCCC2)cc1 (configuration not stated),-11

# The list goes on:
SMILES,mcGAS RapidFire
CC(Sc1nccn1C1CC1)C(=O)Nc1c(F)cccc1F (configuration not stated),1
Cc1ccsc1CNc1cccc(C(=O)N2CCn3cncc3C2)c1,-14
Cc1noc(C)c1S(=O)(=O)NC(=O)C1(C)CCN1C(=O)Cc1ccc(C(C)(C)C)cc1 (configuration not stated),-7
O=c1cc(CSc2ncnc3sc4c(c23)CCC4)nc2sccn12,-5
Cc1cc(OCc2nc(SC3CC(C)OC3=O)n[nH]2)ccc1Cl (configuration not stated),2
COC(=O)c1ccc(Cn2cnc([N+](=O)[O-])n2)o1,10
CC(CO)CN(Cc1ccccc1)C(=O)c1ncccc1O (configuration not stated),-32
O=C(NCC1CCOCC1)c1cnc(N2CCNC2=O)o1,-3
COCCN(CC1CCCN(C2Cc3ccccc3C2)C1)C(=O)c1cccnc1 (configuration not stated),-2
COc1c(C)ccc(NS(=O)(=O)c2ccc(Cl)cc2)c1C,2
CCOC(=O)C1=C(C)OC(=N)C(C(=O)OCC)C1c1ccccc1[N+](=O)[O-] (configuration not stated),-12
O=C(c1nnc2n1CCN(C(=O)C(c1ccccc1)c1ccccc1)C2)N1CCOCC1,-8
COc1ccc(C(=O)N2CCN(C)C3(CCN(C)CC3)C2)cc1OC,-11
O=C1CCCN1CCN1CCCC(CCc2ccc(F)cc2)C1 (configuration not stated),-45
Cc1sc2nc(CSc3nc(N)nc(-c4cccs4)n3)[nH]c(=O)c2c1C,-6
CC(C)N(Cc1nccn1C)C(=O)c1ccc(-c2nnn(C)n2)cc1,-21
O=C(Nc1nc(-c2ccc(Cl)cc2Cl)cs1)c1ccncc1,-14
CCC1CCCCN1C(=O)CSc1c(C)[nH]c2ccccc12 (configuration not stated),-5
O=c1oc2cc(OCCO)ccc2c2c1CCC2,-3
CCCc1noc(C(C)Nc2ccc(-c3csc(C)n3)cc2)n1 (configuration not stated),-7
N#CC(NC(=O)c1ccnc(C2CC2)n1)c1ccsc1 (configuration not stated),-30&-6
COc1ccc(CCN(C)C(=O)c2cc(C(F)(F)F)cc(C(F)(F)F)c2)cc1OC,5
CC1CCCCN1C(=O)CC1Sc2ccc(Cl)cc2NC1=O (configuration not stated),11
COc1ccc(NC(=O)c2cn(C)c3c(=O)n(-c4ccccc4)c(=O)[nH]c23)c(OC)c1,-24
Cc1ccccc1C(CC(=O)NCCN1CCCCC1=O)c1ccccc1 (configuration not stated),-9
CC1(C)C(Cl)C(=O)C(=C(O)c2ccccc2)C(=O)C1Cl (configuration not stated),3
COc1ccc2nc(SCC(=O)Nc3c(C#N)c4c(n3CC3CCCO3)CCCC4)[nH]c2c1 (configuration not stated),3

# This is a subset; rates above refer to the full screens.
